# S1P1 ag-PAM – agonists and agonism potentiators of human S1P1 receptor; S1P1 CRE-bla cells, forskolin, beta-lactamase FRET, potentiator mode; S1P1 agonist co-added at EC20, 2 nM; 100% = saturating reference agonist, 0% = basal; 56,000 tested, 0.57% active; P21453; AID 449; activation, % at 9.5 µM;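 active = activation above a cutoff set at the mean activation of all tested compounds plus 3 SD, cut at about 54% in these data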;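 also: forskolin at 4 µM as EC80 and the EC20 agonist is SEW2871; 100% = SEW2871 at its EC100 plus forskolin at EC80; some compounds past the cut are filed as inactive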
# Jurkat tox 60K – cytotoxicity toward Jurkat cells; Jurkat E6.1 viability, ATP luminescence, 48 h; inhibition, % at 4 µM; 56,000 tested, 1.2% active;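 active = inhibition above the mean inhibition of all tested compounds plus 3 SD, cut at about 28% in these data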
# HTR1E agonist – 5-HT1E (human) receptor agonism | 65,000 tested, 0.69% active | CHO 5-HT1E Ga15 NFAT-bla reporter, FRET; 0% DMSO wells, 100% control agonist wells | activation, % at 6 µM | P28566 | AID 574;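 active = activation above a set limit, the screen-wide mean activation plus 3 SD, cut at about 8.5% in these data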;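 also: 100% = positive control agonist at 1 µM giving full maximal response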
# S1P3 agonist – S1P3 (human) receptor agonism; S1P3 NFAT-BLA reporter cells, FRET ratio; relative to 1 µM S1P, basal subtracted; activation, % at 4.5 µM; Q99500; 60,000 tested, 0.1% active;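 active = activation above the screen-wide mean plus 3 SD, cut at about 4.5% in these data, passing the limit was not always enough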; also: some compounds called inactive have numbers as strong as hits
#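 Benchmarks: high control 1 µM S1P / System: stable CHO line with human S1P3, Gα16, NFAT-BLA reporter / Dosing: single compound concentration, 4.5 µM final / Timing: 4 h compound at 37 °C, 2 h substrate at RT / Measured by: FRET β-lactamase substrate fluorescence, excitation 405 nm, 460/535 nm emission ratio, background-subtracted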
# M1 antag – M1 muscarinic receptor (rat) antagonism | P08482 | CHO-M1 cells, Fluo-4 calcium, ACh EC80 antagonist mode; hits give low values | B-score at 10 µM | 64,000 tested, 3.4% active;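 active = calcium fluorescence response, raw or row-and-column corrected B-score, differing from the plate sample mean either way at a set confidence level, mostly lower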
# Target sequence (P08482 whole entry, looked up): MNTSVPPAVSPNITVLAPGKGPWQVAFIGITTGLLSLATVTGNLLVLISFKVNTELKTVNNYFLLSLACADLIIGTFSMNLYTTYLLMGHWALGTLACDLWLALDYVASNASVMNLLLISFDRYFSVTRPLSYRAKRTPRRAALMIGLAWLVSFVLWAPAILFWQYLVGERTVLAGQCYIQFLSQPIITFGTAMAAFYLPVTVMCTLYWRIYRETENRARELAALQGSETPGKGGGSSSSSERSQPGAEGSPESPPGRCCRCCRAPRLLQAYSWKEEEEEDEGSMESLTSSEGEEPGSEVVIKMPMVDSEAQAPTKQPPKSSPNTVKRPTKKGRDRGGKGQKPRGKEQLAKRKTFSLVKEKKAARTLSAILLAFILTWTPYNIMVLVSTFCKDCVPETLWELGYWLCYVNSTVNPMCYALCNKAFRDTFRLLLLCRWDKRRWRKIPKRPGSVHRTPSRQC
# HTR1A agonist – agonists of human 5-HT1a serotonin receptor; CHO 5-HT1a Ga15 NFAT-bla reporter, FRET ratio; 0% basal, 100% maximal reference agonist; activation, % at 10 µM; P08908; AID 567; 65,000 tested, 0.56% active;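 active = activation above the screen-wide mean activation plus 3 SD, cut at about 19% in these data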;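 also: 0% = DMSO wells and 100% = 5-CT at EC100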
# Target sequence (P08908 whole entry, looked up): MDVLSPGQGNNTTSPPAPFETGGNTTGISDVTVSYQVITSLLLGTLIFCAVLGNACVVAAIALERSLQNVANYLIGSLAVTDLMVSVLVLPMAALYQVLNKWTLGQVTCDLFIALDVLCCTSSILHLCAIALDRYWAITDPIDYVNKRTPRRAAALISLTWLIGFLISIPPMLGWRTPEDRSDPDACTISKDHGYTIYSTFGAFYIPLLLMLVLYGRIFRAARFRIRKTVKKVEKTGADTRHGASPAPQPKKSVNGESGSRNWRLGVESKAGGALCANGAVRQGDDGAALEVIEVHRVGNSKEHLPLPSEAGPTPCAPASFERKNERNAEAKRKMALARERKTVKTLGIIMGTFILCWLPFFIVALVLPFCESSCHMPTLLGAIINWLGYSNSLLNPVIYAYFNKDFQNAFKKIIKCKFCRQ
# 5-HT1A blocker – blocks the human serotonin 5-HT1a receptor; P08908; CHO 5-HT1a Ga15 NFAT-bla reporter, antagonist mode; inhibition, % at 10 µM; 62,000 tested, 0.68% active; AID 612;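 active = inhibition above the mean of all tested compounds plus 3 SD, cut at about 43% in these data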;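 also: receptor stimulated by 5-CT agonist at 100 nM near EC80; beta-lactamase reporter measured by ratiometric fluorescence of a cleavable substrate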
# M1 agonist – M1 muscarinic receptor agonism; 64,000 tested, 3% active; B-score at 10 µM; CHO-M1 cells, Fluo-4 calcium fluorescence, agonist mode; hits give high values;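 active = fluorescence rise, raw or as B-score row- and column-corrected plate score, outside the 99.7% band of its plate's samples, either direction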
# 5HT1E antag – 5-HT1E (human) receptor antagonism. P28566. CHO 5-HT1E Ga15 NFAT-bla reporter, FRET, antagonist. inhibition, % at 6 µM. 65,000 tested, 0.99% active. AID 571;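 active = inhibition above a set limit, the mean inhibition across every tested compound plus 3 SD, cut at about 29% in these data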;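 also: signal is the 460 over 535 nm emission ratio of beta-lactamase substrate; 0% = agonist plus DMSO wells and 100% = wells without agonist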
# The depositor's hits bear a star; / = not tested or not shown.
SMILES,S1P1 ag-PAM,Jurkat tox 60K,HTR1E agonist,S1P3 agonist,M1 antag,HTR1A agonist,5-HT1A blocker,M1 agonist,5HT1E antag
Clc1ccc(OCc2nc(-c3ccncc3)no2)c(Br)c1,72*,10,-0.2,-0.4,0.68,-0.2,-9,0.55,4
COC(=O)c1ccccc1NC(=O)C1CCN(S(C)(=O)=O)CC1,/,5,0.5,-0.5,0.2,1.2,1,0.56,-7
COc1cccc(C2c3c(oc4ccccc4c3=O)C(=O)N2CCCN2CCOCC2)c1 (configuration not stated),-8,5,0.9,-1.1,0.028,-1.8,-7,-0.041,-5
Cc1ccc(C)c(S(=O)(=O)N2CCC(c3nc4c(nnn4Cc4ccc(F)cc4)c(=O)[nH]3)CC2)c1,-5,-9,1.1,0.3,0.023,2.7,-19,-0.8,-18
Cc1ccc2c(c1)N(CC(=O)NCCc1c[nH]c3ccccc13)C(=O)CO2,19,0,0.1,-0.3,0.5,-0.6,13,0.39,6
Cc1nn(Cc2c(Cl)cccc2Cl)c(C)c1NC(=O)c1cc(C(C)C)on1,4,45*,1.4,0.1,-0.94,-1.8,6,-2.1,3
Cc1nnc(SCC(=O)Nc2ccc3c4c(cccc24)CC3)n1C,-18,-4,0.2,-0.3,0.28,-1.0,-2,-0.061,-6
CCCc1ccc2c(N)c(C#N)sc2n1,-61,-3,1.2,-0.2,-0.11,0.2,-21,1.2,-4
Cn1c(=O)c2c(nc(CN3CCc4ccccc4C3)n2Cc2cccc(Cl)c2)n(C)c1=O,-18,8,-0.1,-1.9,-0.58,1.9,32,-1.9,17
C=CCn1c(SCC(=O)Nc2ccc3c(c2)CCC3)nnc1-c1cccs1,5,-2,0.6,0.3,1.1,-0.6,-16,-0.35,-9
CCN(CCNC(=O)C1CCN(S(C)(=O)=O)CC1)c1ccccc1,-10,-8,0.0,-0.9,0.035,-2.6,-4,0.4,14
O=C(Nc1ccc2c(c1)OCCO2)c1cc(-n2cnnc2)ccc1Cl,7,2,0.1,-0.1,0.0066,-0.5,-8,0.63,1
O=C(O)CC(c1ccccc1)n1cnnn1 (configuration not stated),6,-1,-0.5,-0.8,0.0012,-0.9,2,0.77,22
Cn1c(N2CCC(C(N)=O)CC2)nc2c1c(=O)n(Cc1ccc(Br)cc1)c(=O)n2C,8,0,-1.1,-0.4,-0.22,0.7,12,-0.99,11
Cc1cc(C)c2c(n1)sc1c(N3CCOCC3)ncnc12,-13,-2,0.7,0.2,0.32,-1.7,3,-0.85,11
Cc1ccc(S(=O)(=O)N2CCOCC2)cc1C(=O)Nc1nc(-c2cccnc2)cs1,/,/,2.1,/,0.88,0.9,-1,0.21,-2
CC1(C)CC(=O)C2=C(C1)OC(N)=C(C#N)C2Cc1ccccc1 (configuration not stated),2,8,-0.5,-1.7,1.1,-0.9,9,-0.8,12
COc1cc(NC(=O)c2noc3c2CCC3)c(OC)cc1Cl,-1,-3,0.1,-1.0,1,-1.7,-3,0.025,-15
CCC(C)NCC(=O)Nc1ccc(-c2nc3cc(NC(=O)CNC(C)CC)ccc3o2)cc1 (configuration not stated),6,-2,-0.5,-0.4,-2,19,-6,-0.55,5
Cc1ccc(NS(=O)(=O)c2ccc(C(=O)N3CCCN(C)CC3)cc2)cc1,-3,4,1.0,0.0,0.77,-3.1,-8,0.16,0
COC(=O)C1=C(N)n2c(s/c(=C\c3cccnc3)c2=O)=C(C(=O)OC)C1c1cccnc1 (configuration not stated),0,3,0.9,-1.0,-0.28,-3.3,5,-0.15,7
O=C(O)CCS(=O)(=O)Cc1ccccc1F,/,/,-0.1,/,-0.32,14,12,-0.42,-4
O=C(CSc1ncn[nH]1)Nc1ccc(Cl)c(Cl)c1,/,15,-1.8,-0.9,-0.0086,2.0,-8,-1.7,4
CCOC(=O)c1sc2nc(N3CCOCC3)c3c(c2c1N)CCN(C)C3,/,-2,-0.3,-0.5,-1.2,0.4,2,-0.23,-3
O=C(NCc1ccco1)C(Cc1ccccc1)N1C(=O)c2ccccc2C1=O (configuration not stated),-6,4,0.9,-0.9,1.5,-1.3,0,-0.61,-7
SMILES,S1P1 ag-PAM,Jurkat tox 60K,HTR1E agonist,S1P3 agonist,M1 antag,HTR1A agonist,5-HT1A blocker,M1 agonist,5HT1E antag
CCOc1cc(S(=O)(=O)NCc2cccs2)ccc1Cl,4,11,-1.0,-0.9,-1.1,-3.7,1,-0.5,9
Cc1c(NC(=O)Nc2ccc(Cl)c(Cl)c2)c(=O)n(-c2ccccc2)n1C,-2,-10,-0.1,-0.5,0.48,-2.5,15,-0.72,-6
CCCN1CCN(C(=O)Cn2ncc3ccccc32)CC1,-19,-3,0.2,-0.7,-0.67,-1.0,-5,0.032,-4
CS(=O)(=O)Nc1ccccc1C(=O)O,/,-6,0.1,-0.5,0.91,7.3,-6,0.31,-7
Cc1ccc(N(CC(=O)NCc2ccc3c(c2)OCO3)S(C)(=O)=O)cc1,4,-7,-0.4,-0.3,-0.4,-0.3,8,-0.19,4
COCC(C)NC(=O)c1cc(-c2cccc(OC)c2)on1 (configuration not stated),5,-2,0.2,-1.6,0.29,-0.9,7,0.49,-3
COCCNC(=O)C(C)N(c1ccc(Oc2ccccc2)cc1)S(C)(=O)=O (configuration not stated),/,1,0.1,-0.2,-0.13,-1.3,4,0.0089,-5
COc1ccc(CC(=O)Nc2ccc(OC)c(NC(=O)c3ccco3)c2)cc1,/,-7,0.6,-0.3,0.4,-0.8,-8,0.55,-3
Nc1nonc1-c1nc2ccccc2[nH]1,/,-4,1.3,-0.8,0.054,-0.2,-6,-0.48,0
c1cc2c(cc1-c1cnc3n1CCC3)OCCO2,21,-2,-1.0,-0.9,-2.5,-2.8,27,2.6*,8
COCCOC(=O)C1=C(C)NC2=C(C(=O)CCC2)C1c1ccc(N(C)C)cc1 (configuration not stated),-10,-6,-0.3,-0.2,-0.046,-0.2,-4,1.5,-1
O=C(c1ccccc1)N1CCN(CC(O)COCC2CC=CCC2)CC1 (configuration not stated),18,0,-0.9,0.7,-1.8,-0.2,11,0.29,7
COc1ccc(C(=O)CSc2nnc(-c3cc(C)cc(C)c3)o2)cc1,10,-1,0.2,0.4,0.037,0.9,-4,0.51,-3
CC(=O)N1c2c(cc(Br)cc2S(=O)(=O)N2CCN(c3ccccn3)CC2)CC1C (configuration not stated),/,/,-0.7,/,0.061,0.5,-21,0.37,-2
CCOc1ccc(C2=Nn3c(nnc3-c3ccccc3OC)SC2)cc1,-25,/,-0.6,-6.5,-0.36,0.6,/,-0.66,75*
CCN(CCCNC(=O)c1c(C)cc(=O)oc1C)c1ccccc1,/,/,1.1,/,-3.9*,0.3,8,0.53,7
CC(C)(C)n1nnnc1C(c1cccnc1)N1CCN(C2CCCCC2)CC1 (configuration not stated),-6,8,0.7,-0.5,1.2,-2.2,10,-0.041,1
COc1ccc(CCNC(=O)C2=COCCO2)cc1,16,-2,0.1,-0.5,-0.27,1.8,2,0.0018,6
Cc1nn(-c2ccccc2)c(Cl)c1C1C(C#N)=C(N)OC2=C1C(=O)CCC2 (configuration not stated),/,/,-0.3,/,-0.83,2.1,5,1.9,-5
CCCCNC(=O)CCCCCNS(=O)(=O)c1ccc(OC)cc1,3,-6,0.4,0.8,-0.65,-1.0,-5,0.67,-11
C=CCOc1c(CNc2nccs2)cccc1OCC,-22,5,0.6,1.6,1.1,-2.3,-7,0.42,-22
CCc1cc2c(N3CCN(c4ccccc4)CC3)ncnc2s1,104,12,0.2,-1.7,0.0062,0.4,13,-0.58,1
O=C(O)c1cccc(NS(=O)(=O)c2cccc3cccnc23)c1,-12,-6,-0.4,-0.5,-0.49,-0.7,-7,0.13,5
CCCn1c(=NC(C)=O)c(C(=O)OCC)cc2c(=O)n3ccccc3nc21,/,-5,4.1,0.8,0.36,16,-29,0.67,11
CCN(CC)C(=O)c1cn(CC)c(=O)c2cc(OC)c(OC)cc12,/,/,-1.4,/,0.0037,-1.4,-5,-0.73,-1

# Profiles as entered above. Order of values: S1P1 ag-PAM	Jurkat tox 60K	HTR1E agonist	S1P3 agonist	M1 antag	HTR1A agonist	5-HT1A blocker	M1 agonist	5HT1E antag
# CCOc1cc(S(=O)(=O)NCc2cccs2)ccc1Cl is listed with 4	11	-1.0	-0.9	-1.1	-3.7	1	-0.5	9
# Cc1nnc(SCC(=O)Nc2ccc3c4c(cccc24)CC3)n1C is listed with -18	-4	0.2	-0.3	0.28	-1.0	-2	-0.061	-6
# O=C(c1ccccc1)N1CCN(CC(O)COCC2CC=CCC2)CC1 (configuration not stated) is listed with 18	0	-0.9	0.7	-1.8	-0.2	11	0.29	7
# CCN(CCCNC(=O)c1c(C)cc(=O)oc1C)c1ccccc1 is listed with /	/	1.1	/	-3.9*	0.3	8	0.53	7

# Continuation:
SMILES,S1P1 ag-PAM,Jurkat tox 60K,HTR1E agonist,S1P3 agonist,M1 antag,HTR1A agonist,5-HT1A blocker,M1 agonist,5HT1E antag
O=C(COc1ccc(Cl)cc1)OCC(=O)N1CCCC1,/,/,-0.7,/,-0.19,-2.4,7,-0.035,-5
Cc1ccc(N2C(N)=NC(N)=NC2(C)C)c(C)c1,-30,2,0.6,0.1,0.065,-2.5,0,0.68,-5
COc1ccc(Cc2nnc(-c3cccc(C)c3)o2)cc1OC,-6,9,0.0,-0.2,0.16,-0.8,12,-1.9,9
CCNc1nc(NC(C)C)nc(Nn2cnnc2)n1,-4,3,0.3,-0.2,-0.0038,0.1,2,-0.0059,2
Cc1ccc(S(=O)(=O)N(CC(=O)NCc2ccncc2)C2CCCCC2)cc1,16,4,1.2,0.4,0.52,-0.1,-5,-0.027,2
Cc1cc(NC(=O)CSc2nnc(-c3ccco3)o2)no1,/,-5,0.0,-0.4,-0.016,-0.7,-3,-0.33,4
CCCCCc1c(O)c2ccccc2[nH]c1=O,-15,-3,0.1,-0.8,1.4,-1.3,14,0.17,-1
COc1ccc(Cn2c3nc4ccccc4nc3c3c(=O)n(Cc4ccco4)c(C)nc32)cc1,-13,0,0.3,-0.6,0.53,-1.2,13,-0.78,6
COc1cccc(C(=O)Nc2ccc(S(=O)(=O)Nc3onc(C)c3C)cc2)c1,-21,2,0.2,-1.5,-0.019,0.1,0,-0.37,-1
CC(=O)Nc1ccc(OCC(O)Cn2nc(C)c(C(C)=O)c2C)cc1 (configuration not stated),-21,-2,-0.2,-0.8,0.3,-2.5,-4,0.28,6
O=C(c1ccco1)N1CCN=C1SCc1cccc(Cl)c1,12,-2,-0.5,0.0,-2.8*,-2.5,8,0.71,-2
CCOc1ccc(-c2[nH]ncc2Oc2ccccc2OC)c(O)c1,-4,-2,0.9,0.5,0.018,-3.8,-3,1.6,-3
CCN=C(NCC)SC1CC(=O)N(c2ccccc2)C1=O (configuration not stated),-3,1,-1.2,-1.5,-2.1,-2.3,17,10*,0
C=CCSc1nnc(NC(=O)CSc2nc3ccccc3o2)s1,9,4,2.5,-0.8,-2.1,1.6,-11,-0.48,-8

# Sorted by value in HTR1A agonist (smallest number first): some entries from above.
SMILES	HTR1A agonist
CCOc1ccc(-c2[nH]ncc2Oc2ccccc2OC)c(O)c1	-3.8
O=C(COc1ccc(Cl)cc1)OCC(=O)N1CCCC1	-2.4
Cc1ccc(S(=O)(=O)N(CC(=O)NCc2ccncc2)C2CCCCC2)cc1	-0.1

# Bioassay records deposited in PubChem by several laboratories.
